JMJD2A Tudor – qHTS Assay for Inhibitors of JMJD2A-Tudor Domain. Lysine-specific demethylase 4A (Homo sapiens), O75164. AlphaScreen JMJD2A-Tudor / H3K4me3 peptide binding. Potency, µM (doses to about 114 µM), inactives show at the highest dose activity change, negative = inhibition, usual class: inhibitors. hit rate 4.4% among 390,000; note: % is set by controls: 0 for no effect and ±100 for the full control effect; nearly all actives have a fitted effect of over 50% in size
BLM helicase inh – qHTS Assay for Inhibitors of Bloom's syndrome helicase (BLM); AID 2528, 2010; recombinant BLM DNA unwinding, fluorescence dequenching; Potency, µM (series often up to 56.1 µM), without a hit: at the top dose activity change, negative = inhibition, actives largely listed as inhibitors; hit rate 0.2% among 350,000;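 note: plate controls were vehicle for no effect and no enzyme for full effect; nearly all actives have a fitted effect of over 35% in size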
GLS inh – qHTS for Inhibitors of Glutaminase (GLS); GLS enzymatic activity, qHTS titration; Potency, µM (titrated, usually from 45.5 µM), for the others: top-dose activity change, negative = inhibition, usual class: inhibitors; hit rate 0.21% among 410,000; AID 624170, 2012; note: % is set by controls: 0 for no effect and ±100 for the full control effect
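Assay buffer: 45 mM KH2PO4 pH 8.2, 0.02% Tween-20. hKGA acts on L-glutamine (1 mM solution added); product glutamate is reported by an oxidase/peroxidase Amplex Red coupling, with fluorescence taken at baseline and 30 min.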
BAZ2B inh – qHTS Assay for Inhibitors of BAZ2B. AID 504333, 2011. hit rate 4.4% among 360,000. Bromodomain adjacent to zinc finger domain protein 2B (Homo sapiens), Q9UIF8. Potency, µM (series often up to 114 µM), for inactives: top-dose activity change, negative = inhibition, usual class: inhibitors. AlphaScreen BAZ2B-H3K14Ac peptide displacement; note: % is set by controls: 0 for no effect and ±100 for the full control effect; nearly all actives have a fitted effect of over 60% in size
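Inhibition is scored as reduced AlphaScreen emission. The BAZ2B/b-H3(5-23)K14Ac complex (50 nM each) in PBS pH 7.4, 0.01% Tween-20 meets compound (up to 110 uM) for 30 min at RT before bead addition.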
Pin1 inhibitor – qHTS Assay to Find Inhibitors of Pin1 | Potency, µM (series often up to 115 µM), inactives show at the highest dose activity, negative = inhibition, hits mostly inhibitors | hit rate 0.009% among 390,000 | AID 504891, 2011 | Peptidyl-prolyl cis-trans isomerase NIMA-interacting 1 (Homo sapiens), Q13526 | Pin1 FP peptide displacement, HiFluor488, 10 min; active = well fitted inhibition curve with a large enough effect in the polarisation, with a control signal flat, not every such curve was filed as active; inconclusive = small, poorly fitted or top-dose-only effect, or effect the other way, or a change in a side signal; inactive = no such curve, though single readings can be large or run the other way; the % refers to the polarisation; note: % is set by controls: 0 for no effect and ±100 for the full control effect
G9a inh – qHTS Assay for Inhibitors of Histone Lysine Methyltransferase G9a. Histone-lysine N-methyltransferase EHMT2 (Homo sapiens), Q96KQ7. hit rate 8.8% among 350,000. Potency, µM (series often up to 102 µM), for the others: top-dose activity, negative = inhibition, actives largely listed as inhibitors. AID 504332, 2011. G9a H3K9 monomethylation, AlphaScreen, 2 h; note: % is set by controls: 0 for no effect and ±100 for the full control effect; nearly all actives have a fitted effect of over 75% in size
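AlphaScreen read-out: biotin-H3K9 peptide (500 nM) methylation by 20 nM enzyme with 20 uM SAM, 2 h at room temperature after 15 min compound preincubation; anti-monomethyl H3K9 antibody plus donor/acceptor beads, 10 min dark.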
PGK inhibitor – qHTS Assay to Find Inhibitors of Phosphoglycerate Kinase. Phosphoglycerate kinase, glycosomal (Trypanosoma brucei brucei), P07378. PGK/GAPDH coupled, Kinase-Glo luminescence, 60 min. Potency, µM (top dose mostly 57.5 µM), for the others: top-dose activity change, negative = inhibition, usual class: inhibitors. hit rate 0.043% among 380,000; note: % is set by controls: 0 for no effect and ±100 for the full control effect; nearly all actives have a fitted effect of over 60% in size
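Recombinant glycosomal PGK reaction used 1,3-bisphosphoglycerate generated in-well by GAPDH (100nM final) in 100mM TEA pH 7.6, 5mM MgCl2, 0.01% Tween-20. After 60 minutes at room temperature, ATP was read by Kinase-Glo Plus luminescence end-point.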
HP1b chromo inh – HTS for Inhibitors of HP1-beta Chromodomain Interactions with Methylated Histone Tails. Potency, µM (top dose mostly 114 µM), without a hit: at the top dose activity change, negative = inhibition, hits mostly inhibitors. Chromobox protein homolog 1 (Homo sapiens), P83916. hit rate 0.56% among 390,000. AlphaScreen HP1-beta / biotin-H3K9me3 peptide binding; note: nearly all actives have a fitted effect of over 70% in size; inactives centre near 23
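AlphaScreen: HP1-beta (50 nM) preformed 30 min with biotin-H3(1-18)K9me3 peptide (50 nM) in PBS pH 7.4, 0.01% Tween-20. Compound added for 30 min at RT, then streptavidin donor/nickel chelate acceptor beads (10 ug/mL) for 30 min.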
Pol iota inh – qHTS for Inhibitors of Polymerase Iota. Pol iota fluorescent replication assay, 10 min. Potency, µM (titrated, usually from 115 µM), for inactives: top-dose activity, negative = inhibition, actives largely listed as inhibitors. hit rate 1% among 390,000. AID 588590, 2011
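Pol iota at 10 nM preincubated 15 min with compounds at room temperature; reaction started with fluorescent substrate, 50 nM final. Fluorescence read kinetically at 0 and 10 min; buffer-only wells as negative control.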
Starred values were filed as active, the others as inactive; i = inactive; ? = inconclusive; · = no result given; & = joins results of further samples; [ ] = dose if it differs, or a comment. Unless noted, calls come from the whole dose curve; as a rule, active = well fitted curve in the direction sought with a large enough effect; inconclusive = small, poorly fitted or top-dose-only effect, or another doubt; inactive = no such curve, though single readings can be large; an effect the other way counts as inactive or inconclusive. Potency is the fitted concentration of half-maximal effect. A portion of the library; rates above refer to the full screens.

JMJD2A Tudor,BLM helicase inh,GLS inh,BAZ2B inh,Pin1 inhibitor,G9a inh,PGK inhibitor,HP1b chromo inh,Pol iota inh,canonical_smiles
-5%,-1%,1%,79µM*,9%,?,6%,3%,19%,Cn1c(SCc2ccc(Br)cc2)nnc1-c1ccccn1
?,-3%,1%,13%,-2%,4%,-10%,-4%,206%[activator],O=C(Nc1nc(-c2cccnc2)cs1)c1ccccc1F
2%,-11%,0%,3%,9%,?,-5%[11.5 µM],43%[activator],15%,COC(=O)c1ccccc1NC(=O)CSc1nc(-c2ccco2)cc(C(F)(F)F)n1
89µM*,0%,2%,?,-4%,-8%,-10%,8%,5%,CCCNS(=O)(=O)c1cc(CN2C(=O)c3cccnc3C2=O)ccc1OC
-10%,2%,-1%,2%,-3%,2%,-9%,50%[activator],?,CCCn1c(C(CO)Nc2nc(C)cs2)nc2ccccc21 (configuration not stated)
-31%,-8%,-1%,?,-4%,50µM*,-2%[11.5 µM],-12%,13%,Cn1c(N2CCOCC2)nc(-c2ccccc2)c1-c1ccccc1
-25%,-8%,0%,-4%,1%,8%,-8%,14%,10%,Cc1c2cnn(CC(=O)O)c(=O)c2c(C)n1Cc1ccccc1
-31%,-1%,-12%,2%,-2%,19%,i,33%,22%,COc1ccc(C(=O)N=C2SC3CS(=O)(=O)CC3N2c2ccccc2)cc1OC (configuration not stated)
2%,0%,44%[activator],-12%,6%,74%[activator],-4%,34%,156%[activator],CCN(CC)C(=O)CN1C(=O)c2cccc3cccc1c23
-15%,-3%,18%,2%,-3%,?,3%,53%[activator],2%,CCCCNC(=S)NNC(=O)C1=NN(c2cc(C)ccc2C)C(=O)CC1
-11%,-4%,17%,-6%,8%,-6%[59 µM],2%,22%,21%,CC1Cc2ccccc2N1C(=S)Nc1ccc(S(N)(=O)=O)cc1 (configuration not stated)
-1%,-4%,0%,-8%,-7%,5%,-1%,46%[activator],-5%,COc1ccccc1CN(C)CC(=O)NC1CCCc2ccccc21 (configuration not stated)
-12%,-8%,5%,-1%,-2%,?,-3%,33%[57 µM],-12%,COCCC(=O)N1CCC(Oc2ccc(C(=O)NCCc3ccccn3)cc2)CC1
-9%[57.1 µM],-1%,-28%,-13%,2%,-4%,1%,26%,1.1µM*,CCCCCN1N=C(C)CC1=O
-2%,-1%,0%,4%,2%,8%[59 µM],10%,42%,14%,CSc1ccc(CNC(=O)Cn2c(-c3cccs3)cc3cc(F)ccc32)cc1
2%,1%,2%,-9%,-6%,-5%[59 µM],-6%,30%,14%,CCOc1ccc(NC(=O)N2CCN3CCCCC3C2)cc1 (configuration not stated)
-24%,-10%,-5%,-20%,0%,?,-2%,27%,27%,COc1ccc(-c2c3c(=O)n(C)c(=O)n(C)c3c3c(-c4cccc(C)c4)nc4ccccc4n23)cc1
-16%,-4%,7%,-2%,-3%,·,1%,3%,16%,Cc1ccc(CN(C(=O)c2cc(=O)c3cc(Cl)c(C)cc3o2)C2CCS(=O)(=O)C2)cc1 (configuration not stated)
-24%,2%,2%,-11%,0%,-7%,-7%,?,-13%,CCCN(Cc1cc2cc(OC)ccc2[nH]c1=O)C(=O)c1ccco1
6%,-2%,15%,-2%,25%,18%[59 µM],i,37%,-25%,Cc1ccc(C(=O)c2oc3ccccc3c2NC(=O)COc2ccc(C(C)C)cc2)cc1
12%&-6%,-4%&2%,2%&3%,-2%&1%,0%&0%,-1%&11%[59 µM],-1%&0%,48%&38%[activator],1%&7%,CCCCNC(=O)CCn1c(=O)c2ccccc2n(Cc2cc(C)ccc2C)c1=O
-14%,-6%,-2%,-5%,6%,7%,2%,-2%,31%[activator],COc1cc(C(=O)Nc2ccc(NC(=O)c3ccccc3Cl)nc2)cc(OC)c1OC
-19%,2%,25%,1%,2%,23%[59 µM],-2%,23%,9%,CCN(CC)CCCn1c(C)cc2c(c1=O)C(c1cc(OC)c(OC)cc1OC)C(C#N)=C(N)O2 (configuration not stated)
-15%,3%,7%,6%,61%[activator],0%[2.33 µM],9%,30%,3%,CCOC(=O)c1c(NC(=O)CSc2nc3cccnc3n2C)sc(C(C)=O)c1C
-11%,-2%,5%,2%,0%,13%[59 µM],·,23%,0%,COc1cc(C2NC(=O)NC(c3ccccc3)=C2C(C)=O)ccc1OCC(=O)O (configuration not stated)
-1%,-2%,4%,3%,-9%,21%[59 µM],-1%,11%,-12%,CCCc1cc(=O)[nH]c(SCC(=O)NCc2ccc3c(c2)OCO3)n1
-19%,1%,0%,2%,-2%,1%[59 µM],i,38%,?,CC(=O)Nc1ccccc1NC(=O)C/C(C)=N/NC(=O)c1ccc([N+](=O)[O-])c(Cl)c1
2%,4%,1%,-2%,-2%,7%,-2%,35%,106%[activator],CNC(=O)COC(=O)/C=C/c1ccc(F)cc1
5%,-13%,1%,4%,-1%,58%[activator],-7%,27%,44%[activator],Cc1cccc(Cn2nc(C(C)(C)C)cc2C(=O)Nc2ccc(F)cc2)c1
2%,2%,-6%,11%,2%,15%,-9%,28%,-2%,O=C(Nc1ccccc1)NC1(C(=O)N2CCN(C(=O)c3ccco3)CC2)CCCCC1
0%,-2%,-5%,-38%,0%,?,-2%,36%,19%,CCCCC[C@H]1CN(CCCC)C(=O)[C@@H]1CC(=O)NCc1ccccc1
-17%,-6%,-33%,-9%,27%,-1%[59 µM],·,26%,-16%,Cc1ccc(NC(=O)C2CCCN(c3nnc(-n4c(C)ccc4C)s3)C2)cc1Cl (configuration not stated)
7%,-1%,1%,15%,6%,1%[59 µM],-16%,21%,-8%,COc1cccc(NC(=O)C(C#N)Cc2ccncc2)c1 (configuration not stated)
12%,-2%,-4%,-5%,-18%,7%[12.7 µM],i,24%,-5%,O=C(Nc1ccccc1)N(Cc1cccs1)C1CCCC1
-12%,·,8%,·,6%,·,7%,35%,-18%,COc1ccc(NC(=O)N(C)C[C@H]2Oc3c(NC(=O)Nc4c(C)noc4C)cccc3C(=O)N([C@H](C)CO)C[C@@H]2C)cc1
-8%,-3%,16%,-24%,0%,-5%,3%,45%,15%,O=C(O)c1cc2cccc(S(=O)(=O)N3CCOCC3)c2cc1O
-10%,0%,26%,-1%,8%,-28%,i,47%[activator],32%,NNC(=O)CSc1ncc(-c2ccccc2)[nH]1
-11%,-4%,-1%,-2%,-1%,?,-3%,66%[activator],12%,COC(=O)Cc1ccc(NC(=S)NCc2ccc(S(N)(=O)=O)cc2)cc1
-11%,-6%,0%,-4%,-2%,18%,-6%,-11%,31%[activator],CN(C)c1ccc(C(C#N)c2ccccc2)nn1 (configuration not stated)
-7%,·,8%,·,0%,·,-1%,18%,16%,CCN(CC(=O)Nc1ccccc1OC)C(=O)COc1ccc(C#N)cc1

Profiles as entered above.
CCCCNC(=O)CCn1c(=O)c2ccccc2n(Cc2cc(C)ccc2C)c1=O in the list: JMJD2A Tudor: 12%&-6%; BLM helicase inh: -4%&2%; GLS inh: 2%&3%; BAZ2B inh: -2%&1%; Pin1 inhibitor: 0%&0%; G9a inh: -1%&11%[59 µM]; PGK inhibitor: -1%&0%; HP1b chromo inh: 48%&38%[activator]; Pol iota inh: 1%&7%
CCCc1cc(=O)[nH]c(SCC(=O)NCc2ccc3c(c2)OCO3)n1 in the list: JMJD2A Tudor: -1%; BLM helicase inh: -2%; GLS inh: 4%; BAZ2B inh: 3%; Pin1 inhibitor: -9%; G9a inh: 21%[59 µM]; PGK inhibitor: -1%; HP1b chromo inh: 11%; Pol iota inh: -12%

(more compounds)
JMJD2A Tudor,BLM helicase inh,GLS inh,BAZ2B inh,Pin1 inhibitor,G9a inh,PGK inhibitor,HP1b chromo inh,Pol iota inh,canonical_smiles
0%,-4%,0%,-5%,14%,·,4%,27%,-2%,COc1ccc(C2=NS(=O)(=O)N(C)C(C(=O)NC3CCCCC3)=C2)cc1OC
20%,-2%,·,2%,-2%,30%,-8%,24%,15%,O=c1[nH]c(=O)n(Cc2ccco2)c2c1C(C(F)(F)F)(C(F)(F)F)N=C(CCC1CCCCC1)N2
-8%,0%,4%,6%,2%,17%[59 µM],-5%,3%,-5%[58.9 µM],CC(=O)c1ccc(NC(=O)CSC(C)C)cc1
-1%,3%,1%,·,2%,2%,-5%,31%,23%,COc1ccc(CCNC(=O)CSc2nc3[nH]ncc3c(=O)n2-c2ccc(Cl)cc2Cl)cc1OC
-11%,-11%,5%,-3%,28%,?,7%,9%,6%,CCOc1ccc(S(=O)(=O)Nc2cc3c(C(=O)OCc4ccccc4)c(C)oc3c3ccccc23)cc1
-22%,·,-3%,·,-18%,·,-12%,?,?,O=C1NC(=O)C(=Cc2ccccc2[N+](=O)[O-])S1
50µM*,-2%,-22%,-4%,6%,-5%[59 µM],-6%,-4%,101%[activator],Cc1ccc(N2CCN(C3=NC(=O)/C(=C\c4cn[nH]c4-c4ccccc4)S3)CC2)cc1
-7%,-3%,0%,-4%,0%,8%[59 µM],i,20%,5%,COc1cccc(C(=O)COc2ccccc2N2C(=O)C3C4C=CC(C4)C3C2=O)c1 (configuration not stated)
-15%,-11%,-11%,-14%,6%,·,i,19%,92%[activator],COC(=O)c1ccccc1-c1ccc(/C=N/Nc2nc(N3CCCC3)nc(N3CCCC3)n2)o1
-21%,-3%,2%,-24%,-7%,-28%[59 µM],-8%,7%,41%[activator],COc1ccc(NC(=O)CSc2cn(CC(=O)N3CCCCC3)c3ccccc23)c(OC)c1
